GLP1R cytotox: cytotoxic in the GLP-1 receptor inverse agonist counter-screen. HEK293 cAMP-luciferase reporter cells, luminescence, 24 h. Potency, µM (series often up to 38.3 µM), without a hit: at the top dose activity change, negative = inhibition, most hits filed as inhibitors. actives 0.13% (n = 410,000);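 note: loss of luciferase light is scored as toxicity; potency is the fitted concentration of half-maximal effect; % is set by controls: 0 for no effect and ±100 for the full control effect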
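1536-well qHTS counterscreen of the MLSMR; 200 cells/uL, 12 h pre-incubation, 23 nL cpd, 24 h at 37 deg C 5% CO2, luciferase detection reagent, 12 min RT, luminescence. Inhibition = undesired.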
DRD3 antagonist: blocks the human D3 dopamine receptor | actives 2.5% (n = 360,000) | P35462 | D3R cells, DiscoveRx beta-arrestin luminescence, antagonist mode; active compounds read low | max response, negative = inhibition, %; in the data active = max response below about -50%; inconclusive = no clear call, values can overlap the other calls; note: % is set by controls: 0 for no effect and ±100 for the full control effect; mostly tested at two doses, the higher about 12 µM
Target sequence (P35462 whole entry, looked up): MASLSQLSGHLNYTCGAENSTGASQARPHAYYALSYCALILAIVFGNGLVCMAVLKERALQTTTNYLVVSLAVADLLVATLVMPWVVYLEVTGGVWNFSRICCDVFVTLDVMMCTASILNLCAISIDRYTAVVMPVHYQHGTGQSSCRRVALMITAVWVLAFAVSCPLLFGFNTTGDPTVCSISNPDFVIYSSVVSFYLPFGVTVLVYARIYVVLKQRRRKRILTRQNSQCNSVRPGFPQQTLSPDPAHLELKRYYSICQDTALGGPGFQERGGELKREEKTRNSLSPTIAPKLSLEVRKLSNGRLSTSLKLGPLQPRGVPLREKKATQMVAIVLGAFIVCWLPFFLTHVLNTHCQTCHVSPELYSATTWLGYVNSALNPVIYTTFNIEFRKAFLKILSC
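Cells plated overnight at 1500 cells/well, then exposed to library compounds with dopamine controls for 90 minutes at 37 degrees C. DiscoveRx reagent added for 30–60 minutes at room temperature; luminescence read, quantitative HTS format.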
GLP1R ag: GLP-1 receptor (human) agonism; HEK293 GLP-1R CRE-luciferase, luminescence, 4-6 h; cells express a hypersensitive GLP-1R form; Potency, µM (top dose mostly 45.6 µM), for the others: at the highest dose activation, most hits filed as activators; actives 0.007% (n = 380,000); note: potency is the fitted concentration of half-maximal effect; % of control where 0% means no effect
Target sequence (P43220 whole entry, looked up): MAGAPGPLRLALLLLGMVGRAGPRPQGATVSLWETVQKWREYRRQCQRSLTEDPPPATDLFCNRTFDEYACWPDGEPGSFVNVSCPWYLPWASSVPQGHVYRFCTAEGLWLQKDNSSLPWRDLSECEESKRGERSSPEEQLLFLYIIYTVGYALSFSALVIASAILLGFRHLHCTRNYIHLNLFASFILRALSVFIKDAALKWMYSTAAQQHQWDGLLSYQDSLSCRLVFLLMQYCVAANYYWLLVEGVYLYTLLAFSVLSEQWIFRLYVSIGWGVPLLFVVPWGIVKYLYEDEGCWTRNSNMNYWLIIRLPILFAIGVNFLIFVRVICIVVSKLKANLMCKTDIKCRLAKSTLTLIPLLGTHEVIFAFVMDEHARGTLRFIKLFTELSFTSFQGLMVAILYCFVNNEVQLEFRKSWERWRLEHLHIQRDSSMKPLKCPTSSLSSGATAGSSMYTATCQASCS
KB-V1 cytotox: KB-V1 MDR subline cytotoxicity; AID 1347076; actives 3.4% (n = 400,000); Potency, µM (series often up to 46.1 µM), inactives show at the top dose activity change, negative = cytotoxicity, usual class: cytotoxic; KB-V1 MDR cells viability, CellTiter-Glo, 72 h; note: potency is the fitted concentration of half-maximal effect; % is set by controls: 0 for no effect and ±100 for the full control effect; nearly all actives have a fitted effect of over 60% in size
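KB-V1 cells (P-gp-expressing MDR subline of KB-3-1) in phenol-red-free DMEM with 10% FBS were exposed to library compounds over a concentration series for 72 h at 37 degrees C. Viability read by CellTiter-Glo luminescence; concentration-effect curves fitted after normalization.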
DRD3 agonist: agonists of human D3 dopamine receptor | P35462 | D3R DiscoveRx beta-arrestin cells, luminescence, 90 min | max activation, % | actives 0.58% (n = 410,000) | AID 652048; in the data active = max activation above about 30%; note: 0% is about no effect; mostly tested at two doses, the higher about 12 µM
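Cells at 1500/well, incubated overnight, then treated with pinned compounds (dopamine as control) for 90 min at 37 degrees C. DiscoveRx reagent added for 30 - 60 minutes at room temperature; luminescence read.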
GLP1R inv ag: inverse agonists of human GLP-1 receptor | HEK293 GLP-1R CRE-luciferase, luminescence, 24 h; GLP-1R form is constitutively active | AID 624417 | P43220 | actives 1.6% (n = 410,000) | Potency, µM (top dose mostly 38.3 µM), inactives show at the top dose activity change, negative = inhibition, usual class: inhibitors; note: potency is the fitted concentration of half-maximal effect; % is set by controls: 0 for no effect and ±100 for the full control effect; nearly all actives have a fitted effect of over 55% in size
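HEK293 cells stably co-expressing constitutively active GLP-1R and a cAMP-responsive luciferase reporter were seeded in DMEM with 10% Nu serum, given compounds after 12 h, and incubated 24 h at 37 deg C. Luminescence was then read.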
PTHR1 ag: agonists of human PTHR1 parathyroid hormone receptor. Q03431. HEK293 GP2 PTHR1 cells, GloSensor cAMP luminescence, 1 h. Potency, µM (doses to about 115 µM), without a hit: top-dose activation, most hits filed as activators. actives 0.075% (n = 410,000). AID 743266; note: potency is the fitted concentration of half-maximal effect; nearly all actives have a fitted effect of over 55% in size; some results filed as inactive show a strong effect at the top dose; inactives centre near -15; many of its hits are not listed in these tables
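HEK-293-derived GP2 cells expressing PTHR1 and a GloSensor cAMP reporter, 3,000/well, plated overnight, given luciferin plus IBMX (each 0.5 mM as added) for 1 h at 37 °C, then compound for 1 h at 37 °C. Luminescence was read after 15 min at room temperature.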
aSyn rescue: inhibitors of alpha-synuclein toxicity in yeast; Yeast expressing alpha-synuclein, growth rescue, BacTiter-Glo, 24 h; Potency, µM (highest dose often 46.1 µM), inactives show at the top dose growth rescue (activation), hits mostly activators; actives 0.14% (n = 370,000); AID 652106; note: potency is the fitted concentration of half-maximal effect; % of control where 0% means no effect; nearly all actives have a fitted effect of over 65% in size
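Screening used galactose-induced yeast with toxic alpha-synuclein levels, exposed to compound for 24 hr at 30 deg C. Cell growth, read with BacTiter-Glo luminescence, gave the measured signal.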
TDP43 rescue: TDP-43 toxicity inhibition in yeast; actives 1.8% (n = 410,000); Potency, µM (top dose mostly 46.1 µM), for the others: at the top dose growth rescue (activation), actives largely listed as activators; TDP-43 expressing yeast growth rescue, BacTiter-Glo, 24 h; note: potency is the fitted concentration of half-maximal effect; % of control where 0% means no effect; nearly all actives have a fitted effect of over 50% in size
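Luminescence from BacTiter-Glo reports growth of TDP-43-expressing yeast after 24 hr at 30 deg C with compound. Cells were raffinose-pregrown to mid-log, then seeded in galactose medium at OD600=0.02.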
The depositor's hits bear a star; i = inactive; ? = inconclusive; / = not tested or not shown; & = joins results of further samples; [ ] = dose if it differs, or a comment. Unless noted, calls come from the whole dose curve; as a rule, active = well fitted curve in the direction sought with a large enough effect; inconclusive = small, poorly fitted or top-dose-only effect, or another doubt; inactive = no such curve, though single readings can be large; an effect the other way counts as inactive or inconclusive. Not all compounds are listed (hit frequency here may not be typical).

item | compound | DRD3 antagonist | aSyn rescue | GLP1R cytotox | GLP1R ag | KB-V1 cytotox | PTHR1 ag | TDP43 rescue | GLP1R inv ag | DRD3 agonist
1 | CCOc1ccc(S(=O)(=O)NCc2ccccn2)cc1NC(=O)c1ccccc1F | -14 | -9% | -32% | 12% | ? | -18% | 2% | ? | -9
2 | COc1ccc(N(CC(=O)NCc2ccncc2)S(=O)(=O)c2ccc(C)c([N+](=O)[O-])c2)cc1 | 0 | 0% | -27% | 14% | 1% | i | 5% | 12% | -6
3 | O=C(Nc1cnccn1)c1ccc(F)cc1Cl | 14 | 9% | 5% | 0% | 1% | i | 9% | -6% | -3
4 | N#Cc1ccccc1Sc1ccccc1C(=O)OCC(N)=O | -3 | -1% | 10% | 7% | 0% | -1% | -11% | -5% | 6
5 | CCc1cccc2c1Sc1ccccc1CC2N1CCNCC1 (stereo unspecified) | -63* | -10% | ? | 4% | 13µM* | -12% | 0% | 8.9µM* | -24
6 | CCOC(=O)c1[nH]c(C)c(CCC(=O)N2CCN(c3ccc(OC)cc3)CC2)c1C | / | / | 5% | / | -18% | i | 0%[9.22 µM] | 5% | -12
7 | Cc1ccccc1OC1CCN(C(=O)C2CCC(=O)N(C3CCCC3)C2)CC1 (stereo unspecified) | -9 | 6% | -3% | 5% | 4% | -24% | 5% | ? | 1
8 | CCOC(=O)C1=C(CC)Nc2ccccc2N=C1NC(=O)c1cccc(S(=O)(=O)N2CCOCC2)c1 | -1 | -2% | -12% | 8% | -15% | i | 2% | 11% | 1
9 | CCN1CCN(Cc2ccc(NC(=O)c3ccc(C)c(NC(=O)c4c[nH]c5cc(C(F)(F)F)ccc5c4=O)c3)cc2C(F)(F)F)CC1 | 1&6 | -17%&-19% | ? | 0%&-9% | ? | -44%&-4%[inhibitor] | 29%&13% | 10µM* | 3&3
10 | COC(=O)N1[C@H](C)C=C[C@]1(Cc1ccccc1)C(=O)NCCCNc1ncc(C(F)(F)F)cc1Cl | -21 | -20% | 3% | 24% | -25% | -13% | ? | ? | 0
11 | CCN1C(=O)/C(=C/c2ccc(C)s2)SC1=Nc1ccc(OC)cc1 | -28 | 14% | -19% | 0% | -20% | -19%[57.5 µM] | 14% | ? | -1
12 | O=C1CCCN1c1ccc(S(=O)(=O)N2CCCCC2)cc1[N+](=O)[O-] | 13 | 1% | 1% | 0% | -3% | i | 0% | 9% | 8
13 | COc1ccc(CN(CCC(c2ccco2)C(C)C)C(C)=O)cc1OC (stereo unspecified) | 17 | 13% | -36% | 13% | ? | -91%[inhibitor] | 12% | -11% | -4
14 | CCOc1ccccc1OCC(=O)OCC(=O)NNC(=O)c1ccc([N+](=O)[O-])cc1 | 7 | -4% | 13% | -8% | ? | i | 25% | 5% | 8
15 | COc1ccc(NC(=O)CN(C)CC(=O)Nc2ccccc2SC)cc1 | -20 | 1% | 15% | -1% | 21µM* | -7% | 9% | 23% | -9
16 | O=C(Cn1cc(SCc2ccccc2Cl)c2ccccc21)N1CCCCCC1 | / | / | -4% | / | / | i | 13% | ? | -7
17 | O=C(Cc1n[nH]c(=O)c2ccccc12)NC(c1ccccc1)c1ccccc1 | 10 | 1% | -11% | 0% | 2% | i | -13% | 36% | -17
18 | CCCCNC(=O)c1ccc2nc(CC)c(N(CC)CCOC)n2c1 | -7 | -4% | -1% | 9% | -4% | -2% | 3% | 16% | -8
19 | Cc1c(C(=O)NCc2ccccc2C(F)(F)F)sc(=O)n1Cc1ccccc1C#N | 2 | -6% | -9% | -1% | ? | i | 14% | -29% | 3
20 | COC(CNC(=O)c1cccnc1)OC | 22 | 1% | 19% | 9% | -12% | i | 9% | 16% | 3

Single entries from the entries so far.
In GLP1R ag, COc1ccc(CN(CCC(c2ccco2)C(C)C)C(C)=O)cc1OC (stereo unspecified) reads 13%
In aSyn rescue, O=C(Cc1n[nH]c(=O)c2ccccc12)NC(c1ccccc1)c1ccccc1 reads 1%

Reprinted at random: 2 records from the list.
item | compound | DRD3 antagonist | aSyn rescue | GLP1R cytotox | GLP1R ag | KB-V1 cytotox | PTHR1 ag | TDP43 rescue | GLP1R inv ag | DRD3 agonist
2 | COc1ccc(N(CC(=O)NCc2ccncc2)S(=O)(=O)c2ccc(C)c([N+](=O)[O-])c2)cc1 | 0 | 0% | -27% | 14% | 1% | i | 5% | 12% | -6
10 | COC(=O)N1[C@H](C)C=C[C@]1(Cc1ccccc1)C(=O)NCCCNc1ncc(C(F)(F)F)cc1Cl | -21 | -20% | 3% | 24% | -25% | -13% | ? | ? | 0

Next records follow.
item | compound | DRD3 antagonist | aSyn rescue | GLP1R cytotox | GLP1R ag | KB-V1 cytotox | PTHR1 ag | TDP43 rescue | GLP1R inv ag | DRD3 agonist
21 | O=C(CN1C(=O)/C(=C/c2ccc(C(F)(F)F)cc2)Sc2ccccc21)NCCCN1CCOCC1 | -21 | -5% | -25% | 17% | -9% | i | -19% | ? | -5
22 | CN(C)CCNC(=O)c1c(NC(=O)c2ccccc2)sc2c1CCCC2 | -10 | 0% | 6% | 8% | 2% | i | -1% | ? | 7
23 | CCOC(=O)Nc1cccnc1Sc1ccc(Cl)cc1 | -17 | 0% | 8% | 12% | -1% | i | 12% | -25% | -13
24 | CSc1nc(C)cc(Nc2c(C)cc(C)cc2C)n1 | / | / | -2% | / | 3% | -9% | 14% | ? | 16
25 | C/C=C\C=C/C(=O)Nc1cccc(C2=NOC3(C2)C[C@@H](C(N)=O)N(C(=O)C2(C)CC2)C3)c1 (stereo partly specified) | 18 | 0% | -2% | 7% | -11% | -2% | 6% | 16% | 9
26 | O=C(/C=C/c1cc2c(cc1Br)OCO2)NCc1ccc(Cl)cc1 | ? | 1% | 3% | 3% | 6% | i | -11% | 0% | -10
27 | Cn1c(SCC(=O)NC2CCCCCC2)nnc1-c1ccco1 | -10 | -5% | 3% | 4% | -9% | i | 15% | 35%[activator] | 0
28 | COc1nc(OC/C(N)=N/O)nc(N2CCOCC2)n1 | 7 | -5% | 71%[activator] | -2% | 19% | i | -6% | 8% | 3
29 | COc1ccc(-n2c(SCC(=O)Nc3nccs3)nc3c(c2=O)SC(C)C3)cc1 (stereo unspecified) | 24 | 8% | 2% | -6% | -20% | i | -3% | 23% | 3
30 | O=C(Nc1ccc(S(=O)(=O)NCc2ccccc2)cc1)c1ccccc1[N+](=O)[O-] | -2 | -17% | -9% | 11% | ? | -15% | 16% | 3% | 0
31 | COc1ccccc1N(C)S(=O)(=O)c1ccc(C(=O)Nc2ncc(C)s2)cc1 | -11 | 1% | -1% | -19% | / | -40%[inhibitor] | -17% | ? | -10
32 | CCOc1cc(NC(=S)NCCCOC)c(OCC)cc1NC(=O)c1cccs1 | 7 | -2% | -24% | -1% | 0% | i | -11% | -20% | 1
33 | Cc1ccc(N2C(=O)c3ccc(C(=O)N4CCN(Cc5ccccc5)CC4)cc3C2=O)cc1 | -24 | -3% | 16% | 3% | 15% | -25% | 0% | -11% | -15
34 | C/C(=C\c1ccccc1)C(=O)N1CCN(Cc2ccc3c(c2)OCO3)CC1 | -28 | 9% | -12% | 2% | -28% | -22% | 1% | ? | -16
35 | CCN1CCN(c2nc3c(c(=O)[nH]c(=O)n3C)n2CCCSc2ncccn2)CC1 | -12 | -6% | -6% | 1% | 16% | i | -14% | 18% | -7
36 | NC(=O)c1ccccc1N | 16 | -6% | 4% | 0% | 0% | -1% | 16% | 1% | 2
37 | COc1cc([N+](=O)[O-])ccc1NC(=O)NCC1CCN(Cc2ccc(Cl)cc2)CC1 | -73* | 0% | ? | 1% | 3% | -80%[inhibitor] | 1% | 10µM* | -16
38 | COc1ccc(C(c2sc3nc(C)nn3c2O)N2CCN(Cc3ccccc3)CC2)cc1OC (stereo unspecified) | 6 | -2% | 1% | 5% | -3% | 2% | 25% | 5% | 0
39 | COC(CNS(=O)(=O)c1ccc(S(=O)(=O)NC2CC2)cc1)OC | 11 | 1% | 1% | -6% | -5% | -15% | 14% | 18% | 1
40 | O=S(=O)(Nc1nc2ccccc2[nH]1)c1ccc(Cl)cc1 | -22 | -6% | 1% | -3% | ? | 18%[57.5 µM] | 9% | ? | -6

By substructure: those above containing a thiophene ring, fused or not
item | compound | DRD3 antagonist | aSyn rescue | GLP1R cytotox | GLP1R ag | KB-V1 cytotox | PTHR1 ag | TDP43 rescue | GLP1R inv ag | DRD3 agonist
11 | CCN1C(=O)/C(=C/c2ccc(C)s2)SC1=Nc1ccc(OC)cc1 | -28 | 14% | -19% | 0% | -20% | -19%[57.5 µM] | 14% | ? | -1
22 | CN(C)CCNC(=O)c1c(NC(=O)c2ccccc2)sc2c1CCCC2 | -10 | 0% | 6% | 8% | 2% | i | -1% | ? | 7
32 | CCOc1cc(NC(=S)NCCCOC)c(OCC)cc1NC(=O)c1cccs1 | 7 | -2% | -24% | -1% | 0% | i | -11% | -20% | 1

New compounds follow.
item | compound | DRD3 antagonist | aSyn rescue | GLP1R cytotox | GLP1R ag | KB-V1 cytotox | PTHR1 ag | TDP43 rescue | GLP1R inv ag | DRD3 agonist
41 | CSc1ccccc1OCc1cc(C(=O)NCCc2ccco2)no1 | 20 | 6% | -17% | 15% | ? | -28% | 8% | -23% | -4
42 | CCOC(=O)C1=C(O)/C(=C/c2cn(CC(=O)NCC3CCCO3)c3ccccc23)SC1=Nc1ccc(C)cc1 (stereo unspecified) | 17 | 1% | 2% | 6% | 5% | -9%[57.5 µM] | 1% | -17% | -1
43 | CC(C)[C@@H](C(=O)N1CCNCC1)n1cc(CCO)nn1 | -28 | -4% | -3% | -1% | 5% | -23% | -12% | -3% | 0
44 | CCc1nc2ccc(C(=O)Nc3ccc(OC)c(OC)c3)cn2c1N(C)Cc1ccc(N(C)C)cc1 | 16 | -9% | 0% | -3% | 2% | i | 26% | 21% | 9
45 | CCOc1ccc(CC(=O)NCCc2sc(-c3cccc(F)c3)nc2C)cc1 | / | / | -6% | / | -30% | -75%[inhibitor] | ? | -27% | 4
